Screening data from PubChem BioAssay.
NF-kB expr up: NF-kB expression increase, human neuronal cells; fold change at 12.5 µM; 190,000 tested, 1.6% active; NF-kB reporter expression; active compounds read high; in the data active means fold change above about 3.3
FLuc stim CS: affects firefly luciferase, flagging false hits in luciferase stimulation screens. AID 1027. ATPlite luciferase biochemical, luminescence, 10 min; 0 = ATP-free wells, 1 = DMSO control. 200,000 tested, under 10 active. activation factor at 10 µM. P08659;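 active means luciferase activation factor, scaled between plate controls, of at least 2 with compound at 10 µM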
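assay system = Luciferase/luciferin detection reagent, cell-free biochemical luciferase assay | also added = ATP substrate | times = 10 min post-reagent at room temperature | measured by = luminescence from luciferase reaction | measure = luciferase activation, seen as luminescence increase over controls | benchmarks = low control with PBS replacing ATP, high control enzyme plus ATP without compound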
TNAP inh noacc: inhibitors of human TNAP without phosphate acceptor; purified TNAP, CDP-star luminescence, 30 min; inhibition, % at 20 µM; 200,000 tested, 0.26% active; P05186;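 active means tissue-nonspecific alkaline phosphatase inhibition above about 50% at 20 µM in the single-dose screen, limit read from the data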;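 further: 0% = DMSO negative control and 100% = EDTA positive control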
Target sequence (P05186 whole entry, looked up): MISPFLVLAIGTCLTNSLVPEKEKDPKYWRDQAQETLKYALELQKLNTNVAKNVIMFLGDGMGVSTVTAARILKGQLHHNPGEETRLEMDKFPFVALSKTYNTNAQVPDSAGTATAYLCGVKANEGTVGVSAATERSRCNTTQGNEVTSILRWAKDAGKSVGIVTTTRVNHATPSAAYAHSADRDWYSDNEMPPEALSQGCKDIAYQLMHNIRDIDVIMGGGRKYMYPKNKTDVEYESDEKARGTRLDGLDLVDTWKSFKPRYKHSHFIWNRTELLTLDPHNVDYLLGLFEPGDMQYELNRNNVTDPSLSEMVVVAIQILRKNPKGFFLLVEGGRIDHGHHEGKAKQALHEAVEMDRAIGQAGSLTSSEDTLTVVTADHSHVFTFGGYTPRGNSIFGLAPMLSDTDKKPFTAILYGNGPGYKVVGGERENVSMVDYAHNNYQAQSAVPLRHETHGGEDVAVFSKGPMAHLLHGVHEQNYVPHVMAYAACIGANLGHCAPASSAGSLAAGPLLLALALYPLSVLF
bIAP activator: increases bovine intestinal alkaline phosphatase activity. purified bovine IAP, CDP-star luminescence, 30 min; active compounds read high; fold of DMSO-control signal, blank-subtracted. activation factor at 20 µM. 200,000 tested, 0.17% active. AID 1016;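 active means activation factor of 2 or more at 20 µM, a signal rise over negative controls twice the positive control's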
TNAP inh hiacc: inhibitors of human TNAP at high phosphate acceptor concentration. P05186. purified TNAP, CDP-star luminescence, 1 M DEA. inhibition, % at 20 µM. 200,000 tested, 0.03% active. AID 1135;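 active means over 50% inhibition of tissue-nonspecific alkaline phosphatase at 20 µM in the single-dose screen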;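 further: plate controls were DMSO wells for no effect and EDTA-quenched wells as full inhibition for full effect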
PMI act satM6P: PMI (human) activation, high substrate; 190,000 tested, 0.34% active; P34949; activation factor at 20 µM; coupled PMI enzyme assay, resazurin fluorescence, 20 min; active compounds read high; 1 = untreated enzyme, 0 = substrate-free blank;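 active means activation factor of 2 or more at 20 µM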
Target sequence (P34949 whole entry, looked up): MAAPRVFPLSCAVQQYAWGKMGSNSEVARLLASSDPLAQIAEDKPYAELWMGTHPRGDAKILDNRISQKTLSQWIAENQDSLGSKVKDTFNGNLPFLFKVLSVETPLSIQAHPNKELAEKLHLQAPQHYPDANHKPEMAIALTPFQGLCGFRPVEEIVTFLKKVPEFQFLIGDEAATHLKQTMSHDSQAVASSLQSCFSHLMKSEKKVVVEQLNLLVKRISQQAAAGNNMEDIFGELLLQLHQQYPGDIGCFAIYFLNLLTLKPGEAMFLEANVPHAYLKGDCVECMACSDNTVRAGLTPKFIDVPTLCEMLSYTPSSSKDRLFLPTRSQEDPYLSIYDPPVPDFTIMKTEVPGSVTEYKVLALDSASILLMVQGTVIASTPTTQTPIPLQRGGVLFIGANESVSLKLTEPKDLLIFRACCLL
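Test system: human phosphomannose isomerase with PGI, G6PDH, diaphorase coupling enzymes / Doses: 20 µM compound, 1% DMSO / Times: enzyme reaction with compound 20 min at room temperature / Measured by: Diaphorase-driven resazurin-to-resorufin fluorescence, excitation 544, emission 590 nm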
TNAP act hi DEA: TNAP (human) activation, high acceptor; P05186; purified TNAP, CDP-star luminescence, 1 M DEA, 30 min; active compounds read high; 0 = EDTA background, 1 = DMSO-only activity; activation factor at 20 µM; 200,000 tested, under 10 active;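 active means activation factor at least 2 at 20 µM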
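Dosing: 20 µM single point. System: human TNAP. Amount: TNAP 1/800 final. Incubation: 30 min, room temperature. Read-out: TNAP activation factor scaled between EDTA and DMSO control wells. Signal: luminescence from CDP-star hydrolysis. Medium: 1 M DEA, pH 9.8, Mg2+, Zn2+. Control set: EDTA negative control, DMSO positive control.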
PMI activator: increases human mannose-6-phosphate isomerase activity. purified human PMI, coupled resazurin fluorescence, 20 min; active compounds read high; 1 = vehicle control, 0 substrate-free wells. P34949. activation factor at 20 µM. 190,000 tested, 0.005% active;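 active means activation factor of 2 or more at 20 µM, relative to plate controls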
FLuc inh counter: counter-screen for luciferase assay inhibitors: firefly luciferase inhibition; P08659; 200,000 tested, 1.5% active; inhibition, % at 10 µM; ATPLite firefly luciferase biochemical luminescence, 10 min; AID 1006;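 active means inhibition above about 50% when tested at 10 µM, limit read from the data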
APP 5'UTR act: APP 5'UTR luciferase reporter activation; SH-SY5Y APP 5'UTR luciferase reporter, luminescence; zero percent = DMSO vehicle wells; activation, % at 2 µM; 190,000 tested, 1% active;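 active means activation above a set limit, based on mean plus 3 SD of controls, cut at about 140% in these data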; further: values of inactives mirror those of a sister screen read the other way
Numbers without * were called inactive; x = no result given.

The first four compounds (preview)
Below each compound: TNAP inh noacc | FLuc inh counter | PMI activator | TNAP inh hiacc | FLuc stim CS | TNAP act hi DEA | NF-kB expr up | APP 5'UTR act | bIAP activator | PMI act satM6P
1. CCCn1c2ccccc2c2nnc(SCC(=O)Nc3cc(C)on3)nc21
    -9 | -3 | 1.1 | -7 | 1 | 1.1 | 1.2 | 10 | 1 | 1.1
2. COCCCNC(=S)N1CCCN(c2nc3cc(C)c(C)cc3cc2C#N)CC1
    -10 | 1 | 1.4 | -5 | 1 | 1.1 | 0.66 | -12 | 1.6 | 1.7
3. CC1(C)Cc2c(C#N)c(OCC(=O)c3ccccc3)nc(-c3ccoc3)c2CO1
    -4 | 0 | 1.1 | -1 | 1 | 1 | 1 | 2 | 1 | 1.1
4. O=S1(=O)CCN(Cc2ccccc2C(F)(F)F)CC1
    -14 | -8 | 0.9 | -5 | 1.1 | 1.1 | 0.95 | -3 | 0.9 | 1

This part in full, previewed entries included:
Below each compound: TNAP inh noacc | FLuc inh counter | PMI activator | TNAP inh hiacc | FLuc stim CS | TNAP act hi DEA | NF-kB expr up | APP 5'UTR act | bIAP activator | PMI act satM6P
1. CCCn1c2ccccc2c2nnc(SCC(=O)Nc3cc(C)on3)nc21
    -9 | -3 | 1.1 | -7 | 1 | 1.1 | 1.2 | 10 | 1 | 1.1
2. COCCCNC(=S)N1CCCN(c2nc3cc(C)c(C)cc3cc2C#N)CC1
    -10 | 1 | 1.4 | -5 | 1 | 1.1 | 0.66 | -12 | 1.6 | 1.7
3. CC1(C)Cc2c(C#N)c(OCC(=O)c3ccccc3)nc(-c3ccoc3)c2CO1
    -4 | 0 | 1.1 | -1 | 1 | 1 | 1 | 2 | 1 | 1.1
4. O=S1(=O)CCN(Cc2ccccc2C(F)(F)F)CC1
    -14 | -8 | 0.9 | -5 | 1.1 | 1.1 | 0.95 | -3 | 0.9 | 1
5. COc1ccc(-c2nc3cc(NC(=S)NC(=O)Cc4ccccc4)ccc3o2)cc1
    5 | 4 | 0.8 | 0 | 1 | 1 | 2.1 | 69 | 0.7 | 0.9
6. CCSc1nnc(NC(=O)c2ccc(Br)s2)s1
    -5 | 4 | 0.9 | -1 | 1 | 1 | 1.6 | 13 | 1 | 0.9
7. O=C1COc2ccc(C(=O)COC(=O)Cc3ccc(Cl)cc3)cc2N1
    0 | -3 | 1 | -1 | 1 | 1 | 0.94 | 19 | 0.9 | 1
8. CCN1CCCC1CNC(=O)C(=O)NC(C)C (stereo not drawn)
    -3 | 2 | 1 | 0 | 1 | 1 | 1.4 | 8 | 1 | 1
9. COc1cccc(C2C(C(=O)Nc3nc4ccccc4s3)=C(C)NC3=C2C(=O)CC(C)(C)C3)c1OC (stereo not drawn)
    -13 | -11 | 1.1 | -15 | 1.1 | 1.1 | 1.1 | 1 | 1.5 | 1
10. CCCCN(CC)Cc1ccc(CNC(=S)Nc2ccc(C)cc2Cl)o1
    -13 | 1 | 1 | -3 | 1 | 1 | 0.65 | -14 | 1.6 | 0.9
11. COc1ccccc1CNC(=O)CN(C)CC(=O)Nc1cccc(F)c1
    -11 | -2 | 1.1 | -4 | 1 | 1 | 1.1 | -1 | 1.1 | 1.1
12. CN(Cc1cccs1)c1ncnc2sccc12
    2 | 2 | 1.1 | -7 | 1 | 1.1 | 0.81 | -4 | 0.9 | 1.1
13. CCn1c(COc2ccc(Cl)cc2)nnc1SC1CCc2ccccc2C1=O (stereo not drawn)
    11 | -6 | 0.8 | -6 | 1.1 | 1.1 | 1.1 | 6 | 0.8 | 0.6
14. N=C1/C(=C/c2cccn2Cc2ccc(Cl)cc2)C(=O)N=C2SC=CN12
    15 | -2 | 0.8 | 10 | 1 | 0.9 | 1 | 0 | 1 | 0.9
15. Cc1ccc(OCCn2cc(C#N)c3ccccc32)cc1
    -8 | -5 | 0.9 | -4 | 1.1 | 1 | 0.99 | -9 | 0.9 | 0.9
16. O=C(CP(=O)(CO)CO)c1ccc(Cl)cc1
    -8 | -4 | 0.9 | -1 | 1 | 1 | 0.93 | 0 | 1 | 0.9
17. CCOC(=O)C1=C(C)Nc2ncnn2C1/C=C/c1ccccc1 (stereo not drawn)
    -3 | -4 | 0.8 | -3 | 1 | 1 | 0.83 | -16 | 1 | 0.9
18. Cc1oc(C)c(C(N)=O)c1C(N)=O
    -12 | -5 | 0.9 | -6 | 1 | 1.1 | 1.2 | 14 | 0.9 | 1
19. CC(NCCc1ccc(O)cc1)C(O)c1ccc(O)cc1 (stereo not drawn)
    -12 | -8 | 1.1 | -5 | 1.1 | 1 | 0.69 | 0 | 0.8 | 1
20. O=C(NCc1ccc(F)cc1)C1CCCN(C(=O)Nc2ccccc2)C1 (stereo not drawn)
    -10 | -6 | 1 | -4 | 1.1 | 1 | 1.1 | 3 | 1.1 | 0.9
21. CCOC(=O)c1cnn2c(N)c(C#N)nnc12
    -8 | -13 | 1 | -9 | 1.1 | 1.1 | 1.1 | 6 | 1 | 1.1
22. Cc1cc(NC(=O)CCC(=O)N(CC(=O)NC2CCCC2)Cc2cccs2)no1
    -4 | -2 | x | 1 | 1 | 1 | 1.1 | -19 | 1.1 | x
23. COC(=O)c1cccc(NC(=O)Cc2ccccc2[N+](=O)[O-])c1C
    1 | 0 | 0.9 | 0 | 1 | 1 | 1.4 | 3 | 1.3 | 1
24. CCOc1ccccc1NC(=O)c1cc(-c2ccncc2)nc2c(Cl)cccc12
    1 | -7 | 1 | -4 | 1.1 | 1 | 0.74 | 2 | 1.1 | 1
25. CSCCC(NS(=O)(=O)c1cc(C(=O)O)ccc1Cl)C(=O)O (stereo not drawn)
    -14 | -3 | 1.1 | -5 | 1 | 1 | 1.1 | -16 | 0.9 | 1.1
26. CCCCc1nnc(NC(=O)CC(=O)Nc2ccccc2C(=O)O)s1
    -5 | -5 | 1 | -4 | 1.1 | 1 | 0.79 | 17 | 1 | 1
27. CCOC(=O)C(=CN(CCc1ccccc1)CC(=O)OC)C(=O)OCC
    -13 | -7 | 1 | -6 | 1.1 | 1.1 | 1.2 | 12 | 0.9 | 1
28. CCCS(=O)(=O)c1c(S(=O)(=O)CCC)c2c(N)cccn2c1C(=O)c1ccc(OC)cc1
    -6 | -4 | 1 | 0 | 1 | 1 | 0.7 | 22 | 1 | 0.6
29. CCOC(=O)Cc1csc(SCC(=O)N2CCN(c3ccc(OC)cc3)CC2)n1
    0 | -2 | 0.8 | 1 | 1 | 1 | 1.1 | 3 | 1 | 0.8
30. CN(C)c1ccc(C2OC(=O)C(C)(C)C(=O)C2(C)C)cc1 (stereo not drawn)
    -6 | -5 | 0.9 | -2 | 1 | 1 | 1.1 | 6 | 0.9 | 0.9
31. CN(C)CCNC(=O)c1ccc(Cl)s1
    -4 | -7 | 1 | -8 | 1.1 | 1.1 | 0.95 | 0 | 1 | 1
32. Cc1ccc2sc(N(CCCN(C)C)C(=O)CN3C(=O)c4ccccc4C3=O)nc2c1C
    -12 | -7 | 1 | -3 | 1.1 | 1 | 1 | 4 | 1 | 1
33. CC(=O)NC(Cc1cccc(F)c1)C(=O)NC1CCN(c2nnnn2-c2ccccc2)CC1 (stereo not drawn)
    -3 | -6 | 0.9 | 0 | 1.1 | 1 | 0.94 | -6 | 0.9 | 0.9
34. COc1cccc(CNc2nc3nc4c(c(=O)n3[nH]2)CCC4)c1
    -11 | -5 | 1 | -6 | 1.1 | 1.1 | 0.97 | 12 | 0.9 | 1
35. CC(=O)N/N=c1\sc2ccccc2n1C
    -9 | -8 | 1.1 | -3 | 1.1 | 1 | 1.2 | 12 | 1.1 | 1.2
36. OCCC1CN(Cc2cccn2-c2cccnc2)CCN1CCc1ccccc1 (stereo not drawn)
    -11 | -9 | 0.9 | -7 | 1.1 | 1.1 | 1 | -9 | 1 | 0.9
37. Cn1c(SCC(=O)Nc2ccc3c(c2)OCCO3)nnc1-c1ccco1
    -6 | 15 | 0.9 | -2 | 0.9 | 1 | 1.2 | -11 | 1 | 0.9
38. C/C(CCC(=O)OC[C@H]1O[C@H](C#Cc2ccccc2)C=C[C@@H]1Oc1ccc(C)cc1)=N\O[C@@H](C)CN1CCCCc2nc(C)c(C)cc21
    4 | -7 | 1 | 1 | 1.1 | 1 | 0.9 | -8 | 0.9 | 0.9
39. Cc1nc(SCc2ccc(C(=O)O)cc2)nc2c1CCCC2
    -6 | 9 | 1 | -1 | 0.9 | 1 | 0.87 | 14 | 1 | 1
40. COc1ccc(NC(=O)NCc2ccco2)cc1OC
    -2 | -5 | 0.9 | -2 | 1 | 1 | 1.2 | -1 | 1.2 | 0.9
41. CCOC(=O)C1=C(C)NC(=S)NC1c1ccsc1 (stereo not drawn)
    -12 | -5 | 0.8 | -3 | 1.1 | 1 | 1.2 | 7 | 0.9 | 0.8
42. O=C(O)CCSc1nnc(-c2ccccc2)n1-c1ccccc1
    -12 | -5 | 1 | -8 | 1 | 1.1 | 1.2 | 22 | 1 | 0.9
43. OCCC1CN(Cc2ccc3nonc3c2)CCN1Cc1ccsc1 (stereo not drawn)
    -3 | -8 | 1.1 | -8 | 1.1 | 1.1 | 0.98 | 20 | 0.9 | 1.1
44. CC(C)c1ccc(OCC(=O)N2CCCCCC2)c(Br)c1
    -11 | -1 | 1 | -6 | 1 | 1.1 | 1.7 | 33 | 1.1 | 1
45. C=CCn1c(O)c(N=NC(=S)Nc2cccc(C)c2)c2ccccc21
    26 | 0 | 1.1 | 16 | 1 | 0.8 | 0.91 | -66 | 1 | 1.1
46. CC1=CC=CN2CC(O)CN=C12 (stereo not drawn)
    -2 | -6 | 1 | -3 | 1.1 | 1 | 1.5 | -12 | 1 | 1
47. Cc1cccc(C(=O)NC2CC(C)(C)NC(C)(C)C2)c1
    2 | -4 | 1 | -3 | 1 | 1 | 1 | 7 | 1.1 | 1
48. COc1ccccc1CNC(=O)c1cc(=O)c2ccccc2o1
    -1 | 1 | 1 | -6 | 1 | 1.1 | 1.4 | -9 | 1 | 1.1
49. O=C(O)C1Cc2[nH]cnc2C(c2ccc(F)cc2)N1 (stereo not drawn)
    -11 | 2 | 1.1 | 0 | 1 | 1 | 1.1 | 9 | 0.9 | 1.1
50. CCOc1cc(S(=O)(=O)n2ccnc2)ccc1Cl
    -7 | -3 | 1.1 | -1 | 1 | 1 | 3.6* | -10 | 1 | 1
51. O=C(CCSCCC(=O)NCCN1CCOCC1)NCCN1CCOCC1
    -13 | 0 | 1 | -5 | 1 | 1.1 | 1.4 | -4 | 1 | 1
52. COc1ccc(CN2CCOCC2)cc1Br
    -17 | -7 | 1 | -7 | 1.1 | 1.1 | 0.97 | -3 | 1 | 0.9
53. CCOC(=O)Cn1nc(-c2ccc(Cl)cc2)ccc1=O
    -14 | -3 | 1 | -7 | 1 | 1.1 | 1.2 | 16 | 1 | 1
54. O=C(Nc1ccccc1SCC1CSc2nc3ccccc3c(=O)n21)c1ccccc1 (stereo not drawn)
    8 | -6 | 0.9 | -1 | 1.1 | 1 | 1.9 | 5 | 0.9 | 1
55. CNC(=O)CN1C(=O)CSc2nc(C)cc(C)c21
    7 | -5 | 1 | -2 | 1 | 1 | 0.95 | 29 | 0.9 | 1
